Screens: PubChem, National Center for Advancing Translational Sciences (NCATS)
ELG1 DNA repair: ELG1-dependent DNA repair inhibition; Potency, µM (series often up to 46.1 µM), inactives show top-dose activity change, negative = inhibition, actives largely listed as inhibitors; 330,000 tested, 2.3% active; AID 504467; HEK293T ELG1-luciferase reporter, luminescence, 16 h; DNA damage induced by 5-fluorouridine; note: potency is the fitted concentration of half-maximal effect; % is set by controls: 0 for no effect and ±100 for the full control effect; nearly all actives have a fitted effect of over 55% in size
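Reporter activity after DNA damage by 5-fluorouridine is monitored. Compound-treated cells incubate 16 hr at 37 °C, then ONE-Glo is added for 30 min before luminescence reading.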
PTAP TSG101 blk: blocks PTAP/TSG101 interaction to inhibit HIV-1 budding; Fluorescence polarization, FITC-PTAP peptide / Tsg101 binding; Potency, µM (titrated, usually from 115 µM), for the others: at the top dose activity change, negative = inhibition, most hits filed as inhibitors; Q99816; 340,000 tested, under 10 active; AID 493005; active = well fitted inhibition curve with a large enough effect in the main read-out, with a control signal flat, not every such curve was filed as active; inconclusive = small, poorly fitted or top-dose-only effect, or effect the other way, or a change in a side signal; inactive = no such curve, though single readings can be large or run the other way; note: potency is the fitted concentration of half-maximal effect; % of control where 0% means no effect
Target sequence (Q99816 whole entry, looked up): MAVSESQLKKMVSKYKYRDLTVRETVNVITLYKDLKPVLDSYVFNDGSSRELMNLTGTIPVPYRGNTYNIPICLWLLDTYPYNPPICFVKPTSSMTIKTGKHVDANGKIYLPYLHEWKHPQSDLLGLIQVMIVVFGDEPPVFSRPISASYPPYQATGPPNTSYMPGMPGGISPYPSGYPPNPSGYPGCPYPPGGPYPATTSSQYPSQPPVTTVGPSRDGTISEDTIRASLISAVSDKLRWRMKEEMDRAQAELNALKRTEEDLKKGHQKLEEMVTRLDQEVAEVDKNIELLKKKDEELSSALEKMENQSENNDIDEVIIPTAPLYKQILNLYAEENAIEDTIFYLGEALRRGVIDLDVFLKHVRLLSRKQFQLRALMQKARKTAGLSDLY
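Fluorescence polarization binding of Tsg101 binding domain (10 uM final) to FITC-labeled PTAP peptide (50 nM final) in HEPES pH 7.5 buffer with NaCl, Tween 20, EDTA, TCEP. Compounds added before peptide; binding 20 min at RT.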
TRPV1 agonist: activates the human vanilloid receptor TRPV1; Q8NER1; TRPV1-expressing cells, Fluo-8 calcium influx, agonist mode; activation, % at 8.33 µM; 320,000 tested, 0.19% active; in the data active = activation above about 80%; inconclusive = between about 30% and that limit; note: 0% is about no effect
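Fluo-8 calcium influx in TRPV1-expressing cells, kinetic read (ex 480/em 520 nm). Compound added and read 3 min for agonist activity, followed by capsaicin at EC20 final and 2 min further read for enhancement.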
B2AR arrestin: recruits beta-arrestin to the human beta2-adrenergic receptor. P07550. beta-arrestin recruitment to beta2AR, cell-based reporter. Potency, µM (top dose mostly 46.1 µM), without a hit: at the top dose activation, hits mostly activators. 330,000 tested, 0.02% active. AID 492947;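 note: potency is the fitted concentration of half-maximal effect; 0% = DMSO controls and full agonism = EC100 isoproterenol or metaproterenol; nearly all actives have a fitted effect of over 65% in size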
Target sequence (P07550 whole entry, looked up): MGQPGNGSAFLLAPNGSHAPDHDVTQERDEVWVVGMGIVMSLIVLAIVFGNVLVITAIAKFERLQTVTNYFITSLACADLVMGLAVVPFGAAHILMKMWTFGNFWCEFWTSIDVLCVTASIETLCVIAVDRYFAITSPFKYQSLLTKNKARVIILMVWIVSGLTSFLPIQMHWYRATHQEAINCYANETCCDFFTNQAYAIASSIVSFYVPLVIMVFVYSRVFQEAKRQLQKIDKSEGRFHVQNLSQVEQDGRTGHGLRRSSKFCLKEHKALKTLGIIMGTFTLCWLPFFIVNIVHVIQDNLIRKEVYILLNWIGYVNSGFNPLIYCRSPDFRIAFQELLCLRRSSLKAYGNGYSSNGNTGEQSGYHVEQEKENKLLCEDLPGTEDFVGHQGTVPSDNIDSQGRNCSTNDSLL
TCR act: activators of T cell receptors; Potency, µM (series often up to 9.22 µM), for inactives: top-dose activation of IL-2 secretion, actives largely listed as activators; 330,000 tested, under 10 active; primary human leukocytes, anti-CD3, IL-2 HTRF, 48 h; note: % of control where 0% means no effect
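1) Mix primary human leukocytes, a-CD3 beads and compound. 2) Incubate 48 hr. 3) Add HTRF IL-2 reagents (a-IL-2-K, a-IL-2-d2).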
A-T KAP1 phos: potential ataxia-telangiectasia treatment. […] A-T fibroblasts, KAP-1 phosphorylation AlphaLISA; neocarzinostatin DNA damage 30 min before lysis. 320,000 tested, 0.19% active. AID 485349. Potency, µM (titrated, usually from 57.5 µM), inactives show at the highest dose activation, most hits filed as activators; note: potency is the fitted concentration of half-maximal effect; % of control where 0% means no effect; nearly all actives have a fitted effect of over 45% in size
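ATM-like activity read as KAP-1 phosphorylation via AlphaLISA donor/acceptor antibody pairs after lysis and 6 hr at 25C. Cells were ATM-null patient fibroblasts ([…], hTERT), dosed 60 min, then exposed to the DSB inducer NCS for 30 min.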
MLL CXXC-DNA inh: inhibitors of human MLL CXXC domain-DNA interaction; Q03164; MLL-CXXC / FITC-HOXA9 DNA fluorescence polarization; Potency, µM (titrated, usually from 115 µM), without a hit: top-dose activity change, negative = inhibition, most hits filed as inhibitors; 290,000 tested, 0.037% active; active = well fitted inhibition curve with a large enough effect in the polarisation, with a control signal flat, not every such curve was filed as active; inconclusive = small, poorly fitted or top-dose-only effect, or effect the other way, or a change in a side signal; inactive = no such curve, though single readings can be large or run the other way; the % refers to the polarisation; note: potency is the fitted concentration of half-maximal effect
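Fluorescence polarization: 7 uM MLL-CXXC (stock) preincubated 5 min with compounds, then 50 nM fluorescein-HOX-A9 DNA (stock) added; 30 min ambient. Buffer 50 mM Tris-HCl pH 7.5, 50 mM NaCl, 1 mM DTT, 0.05% BSA.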
Integrin act MD: activators of alpha7 integrin expression for muscular dystrophy; alpha7betagal myoblasts, beta-gal FDG fluorescence, 48 h; Potency, µM (series often up to 38.3 µM), without a hit: top-dose activation, actives largely listed as activators; 350,000 tested, 0.064% active; AID 624291;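 note: potency is the fitted concentration of half-maximal effect; 100% = response of the positive control SU9516; nearly all actives have a fitted effect of over 60% in size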
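Alpha7betagal+/- myoblasts (passage 13) were plated 16-24 hr, then exposed to compounds (1:260 dilution of DMSO stock) for 48 hours at 37C. After MPER lysis, β-galactosidase reporter activity was read as FDG fluorescence (ex 480/em 540) after 30 minutes.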
p53 reactivation: re-activators of mutant p53; H1299 p53-A138V BP100-luciferase reporter, luminescence, 24 h; Potency, µM (top dose mostly 92.2 µM), inactives show at the top dose activity change, positive = activation, hits mostly activators; 320,000 tested, 0.063% active; AID 504706; note: potency is the fitted concentration of half-maximal effect; % of control where 0% means no effect; nearly all actives have a fitted effect of over 45% in size
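H1299 (p53-null), stable ts p53-A138V + BP100-Luc; 1000 cells/well, Opti-MEM/10% FBS; cpd 4 pt, 1:5; 24 h, 37 deg C, 5% CO2; detection reagent 10 min RT; luminescence.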
BRCA1 expr up: activators of BRCA1 expression; MCF7-BRCA1-FFLuc reporter, luminescence, 48 h; response scale: scaled: vehicle 0%, 10 µM genistein 100%; Potency, µM (series often up to 46.1 µM), without a hit: at the highest dose activation, most hits filed as activators; 380,000 tested, 1.1% active; AID 624202; note: potency is the fitted concentration of half-maximal effect; nearly all actives have a fitted effect of over 80% in size; some results filed as inactive show a strong effect at the top dose
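MCF7 cells carrying a BRCA1-firefly luciferase reporter (2000 cells/well, phenol-red free MEM) were attached for 2 h at 37 °C, then given compounds for 48 h. Luminescence was read 15 min after luciferase reagent; activity normalized to genistein (10 microM) and DMSO.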
* hit, by the source's call; ? = inconclusive; / = no result given; [ ] = dose if it differs, or a comment. Unless noted, calls come from the whole dose curve; as a rule, active = well fitted curve in the direction sought with a large enough effect; inconclusive = small, poorly fitted or top-dose-only effect, or another doubt; inactive = no such curve, though single readings can be large; an effect the other way counts as inactive or inconclusive.

No.	compound	ELG1 DNA repair	PTAP TSG101 blk	TRPV1 agonist	B2AR arrestin	TCR act	A-T KAP1 phos	MLL CXXC-DNA inh	Integrin act MD	p53 reactivation	BRCA1 expr up
1	CCN(CC)CCN1C(=O)C(=O)/C(=C(/O)c2ccc(OC)c(OC)c2)C1c1ccccn1 (stereo not given)	?	0%	1	0.0%	0%	-9%	-5%	2%	28%	2%
2	Cc1ccc(-c2c(=O)n(OCc3ccccn3)c3ccccc3[n+]2[O-])cc1	?	/	0	3.0%	/	-5%	20%	/	14%	/
3	COc1ccc2nc(N=Nc3ccc(O)c4ccccc34)sc2c1	?	1%	0	-1.1%	3%[46.1 µM]	-9%	-13%	-14%	8%	-94%[inhibitor]
4	O=C(Nc1c2c(nn1-c1ccccc1)CS(=O)(=O)C2)c1ccccc1Br	-1%	-4%	-1	-0.7%	5%	1%	-2%	13%	-11%	-4%
5	CCCN1C(=O)CC(c2ccco2)Sc2ccccc21 (stereo not given)	9%	-3%	?	0.0%	0%	-2%	-6%	1%	3%	7%
6	NC(=O)C1CCN(C(=O)/C(=C/c2ccco2)NC(=O)c2ccccc2)CC1	1%	2%	-7	-0.4%	-3%	-2%	5%	14%	-8%	1%
7	CCCC(=NCc1ccccc1)C1=C(O)C(C(=O)OC)C(C)(C)CC1=O (stereo not given)	-16%	-6%	-1	0.5%	3%	/	-4%	-5%	4%	3%
8	O=C1CCC([N+](=O)[O-])C(c2ccc(Cl)c([N+](=O)[O-])c2)N1 (stereo not given)	-15%	-6%	0	-0.2%	-3%	-3%	16%	-21%	-4%	-1%
9	O=C(CN1C(=O)/C(=C/c2ccc(Cl)cc2)SC1=S)NC1C=CS(=O)(=O)C1 (stereo not given)	?	-3%	-1	-0.2%	-5%	-4%	-23%	?	-4%	-12%
10	COc1ccc(C2C(C(=O)c3ccco3)=C(O)C(=O)N2CCc2ccccc2)cc1OC (stereo not given)	0%	-1%	-2	-1.0%	-1%	-14%	11%	11%	12%	-16%
11	CCCC(=O)Nc1ccc(Cl)c(NC(=O)c2ccco2)c1	-11%	1%	14	-0.7%	-1%	-4%	4%	29%	-6%	6%
12	COC(=O)COc1ccc(C(C2C(=O)CC(C)(C)CC2=O)C2C(=O)CC(C)(C)CC2=O)cc1	13%	-5%	0	-0.2%	-1%	13%	-20%	11%	2%	2%

Retrieved one by one from above, 2 records:
No.	compound	ELG1 DNA repair	PTAP TSG101 blk	TRPV1 agonist	B2AR arrestin	TCR act	A-T KAP1 phos	MLL CXXC-DNA inh	Integrin act MD	p53 reactivation	BRCA1 expr up
10	COc1ccc(C2C(C(=O)c3ccco3)=C(O)C(=O)N2CCc2ccccc2)cc1OC (stereo not given)	0%	-1%	-2	-1.0%	-1%	-14%	11%	11%	12%	-16%
4	O=C(Nc1c2c(nn1-c1ccccc1)CS(=O)(=O)C2)c1ccccc1Br	-1%	-4%	-1	-0.7%	5%	1%	-2%	13%	-11%	-4%

New compounds follow.
No.	compound	ELG1 DNA repair	PTAP TSG101 blk	TRPV1 agonist	B2AR arrestin	TCR act	A-T KAP1 phos	MLL CXXC-DNA inh	Integrin act MD	p53 reactivation	BRCA1 expr up
13	CCOc1ccc(S(=O)(=O)N(C)CC(=O)NC2CCCC2)cc1	0%	/	-5	0.0%	0%	-3%	-2%	-22%	5%	-9%
14	Fc1ccc(C2CCCN2Cc2nc(-c3cnccn3)no2)cc1 (stereo not given)	7%	1%	3	-0.4%	-2%	0%[11.5 µM]	9%	18%	-1%	-2%
15	COc1ccc(NC(=O)c2ccccc2NS(C)(=O)=O)cc1OC	3%	-3%	2	-2.1%	7%	-4%	-1%	13%	15%	13%
16	Cc1ncc(CN2CCCC(C(=O)Nc3ccc(-c4cccc(F)c4)cc3)C2)s1 (stereo not given)	-8%	/	11	-0.7%	0%	4%	2%	-30%	-3%	-5%
17	CCOC(=O)N1CCN(C(=O)COC(=O)c2cccc(S(C)(=O)=O)c2)CC1	9%	-6%	-3	0.0%	0%	8%	/	-13%	-5%	-4%
18	O=c1[nH]c2c(c(=O)[nH]1)OCN(Cc1ccccc1)C2	/	-7%	/	/	2%	/	/	-11%	/	-11%
19	O=C(Nc1ccc(Cl)cc1)c1ccc2ncsc2c1	?	-7%	?	-0.9%	6%	-1%	48%	49%	13%	15%
20	CC(C)(C)[C@@H]1CCC(=O)N(CC[C@H](N=[N+]=[N-])c2ccccc2)CC1	?	/	?	-1.0%	-1%	25%	-9%	4%	13%	21%
21	CC1OC(C)(C)OC1C1CNc2nc(NC(=O)C(C)(C)C)[nH]c(=O)c2N1C(=O)c1cccnc1 (stereo not given)	-2%	0%	-2	0.0%	-38%[inhibitor][46.1 µM]	10%	-7%	16%	-1%	-7%
22	COc1cccc(C(=O)Nc2ccc3c(c2)C(=O)N(CC2CCCO2)C3=O)c1 (stereo not given)	?	2%	14	-0.2%	-4%	-9%	4%	5%	-2%	-1%
23	O=C(c1cccc(NS(=O)(=O)c2ccc(F)c(F)c2)c1)N1CCCCC1	15%	-2%	-1	-0.2%	-2%	1%	/	-1%	-5%	-3%
24	N#CC1(Nc2ccc(-c3ccc(NC4(C#N)CCCC4)cc3)cc2)CCCC1	/	-6%	/	/	3%	/	/	30%	/	55%

No.	compound	ELG1 DNA repair	PTAP TSG101 blk	TRPV1 agonist	B2AR arrestin	TCR act	A-T KAP1 phos	MLL CXXC-DNA inh	Integrin act MD	p53 reactivation	BRCA1 expr up
25	CCOC(=O)N1CCC(NC(=O)CCS(=O)(=O)c2ccc3c(c2)CCN3C(=O)CC)CC1	-3%	-6%	-2	0.3%	-4%	2%	-1%	5%	-16%	0%
26	COc1ccnc(Oc2ccccc2)c1C#N	24%	-13%	-2	0.0%	7%	1%	-14%	-34%	3%	4%
27	COc1ccc(S(=O)(=O)N(CC(=O)Nc2ccc3c(c2)OCO3)c2ccccc2OC)cc1	?	-3%	8	0.3%	-6%	2%	10%	-13%	-3%	-42%
28	COc1ccccc1-n1c(=S)[nH]c2c(sc(=S)n2-c2ccc(C)cc2C)c1=O	-3%	-1%	2	-1.1%	-4%	-2%	-2%	1%	3%	0%
29	Cc1c(NC(=O)C(C)OC(=O)C23CC4CC(CC(Br)(C4)C2)C3)c(=O)n(-c2ccccc2)n1C (stereo not given)	?	-1%	1	0.0%	-3%	1%	6%	0%	26%	-1%
30	CCOc1ccc(NC(=O)c2ccc(CNc3c(N4CCCC4)c(=O)c3=O)cc2)cc1	13%	1%	20	-0.4%	8%	16%	4%	27%	-1%	37%
31	COc1ccc(CN2C(=O)c3c(c(C)n(C)c3C)C2C(=O)NC2CCC(C)CC2)cc1 (stereo not given)	11%	0%	10	-0.3%	8%	-3%	1%	-6%	0%	0%
32	COc1ccccc1N1CC(C(=O)OCC(=O)c2ccc(F)cc2)CC1=O (stereo not given)	4%	1%	1	0.4%	-3%	-2%	7%	-7%	0%	1%
33	CCc1ccc(NC(=O)C(C)Sc2nc(-c3ccco3)c(C#N)c(=O)[nH]2)cc1 (stereo not given)	10%	-4%	0	0.3%	2%	-1%	4%	0%	8%	-18%
34	CCc1ccccc1N/N=C(/C)c1c(O)cc(C)oc1=O	-2%	-2%	0	-0.1%	11%	6%	7%	3%	1%	-25%
35	Clc1ccc(-c2c[n+](Cc3ccc(Cl)c(Cl)c3)c3n2CCC3)cc1	-13%	/	-4	-1.1%	3%[46.1 µM]	0%	-3%	/	-7%	/
36	O=C(C[C@H]1C[C@H](C(=O)N2CCOCC2)[C@@]2(CCC3CCCC3)c3[nH]c4ccc(Cl)cc4c3CCN2C1=O)NCC12CC3CC(CC(C3)C1)C2	?	-3%	/	-0.3%	-2%[46.1 µM]	14%	/	20%	1%	-3%

No.	compound	ELG1 DNA repair	PTAP TSG101 blk	TRPV1 agonist	B2AR arrestin	TCR act	A-T KAP1 phos	MLL CXXC-DNA inh	Integrin act MD	p53 reactivation	BRCA1 expr up
37	O=C(NCc1ccc(F)cc1)C(c1ccccc1)N(C(=O)c1csnn1)c1ccccc1 (stereo not given)	?	-5%	24	-0.7%	5%	-3%	20%	-40%[inhibitor]	-8%	-20%
38	O=C(NCCc1ccccc1F)C1CC(=O)N(c2ccccc2)C1 (stereo not given)	-2%	-3%	0	-0.5%	7%	7%	-2%	-21%	15%	3%
39	CCn1c(CNC(=O)c2ccccc2F)nnc1SCC(=O)NC1CCCCC1C (stereo not given)	3%	-9%	-1	-0.1%	-2%	1%	0%	-20%	-1%	-10%
40	CC1CCCCC1NC(=O)c1cc2c(=O)n3ccccc3nc2n1C (stereo not given)	?	1%	24	-0.1%	-6%	?	3%	?	27%	25%
41	Cc1nnc(NC(=O)C2CCCO2)s1 (stereo not given)	?	-3%	-4	0.0%	-2%[46.1 µM]	-1%	0%	6%	6%	4%
